Bioassay records (PubChem BioAssay)
All columns: NCI-60 one-dose screen, growth in % after 48 h at 10 µM unless noted; 100 = growth as untreated, 0 = no growth, -100 = all killed.
SNB-75: SNB-75 CNS cancer | 79,000 compounds, 5% hits | AID 1794750
SF-268: SF-268 CNS cancer cells | 82,000 compounds, 3.1% hits | AID 1794759
PC-3: PC-3 prostate cancer cells | 80,000 compounds, 3.9% hits | AID 1794754
SF-295: SF-295 CNS cancer cells; AID 1794758; 79,000 compounds, 5.6% hits
SF-539: SF-539 CNS cancer; 81,000 compounds, 6.8% hits; AID 1794752
U251: U251 CNS tumor cells; 80,000 compounds, 5.4% hits; AID 1794753
HCC-2998: HCC-2998 colon cancer | 79,000 compounds, 4.7% hits | AID 1794799
SNB-19: SNB-19 CNS cancer cells | 81,000 compounds, 2.5% hits
The depositor's hits bear a star; & = joins results of further samples. The calls were made as follows: active = growth percent below 10; inactive = the rest.

The first 11 records, ahead of the listing:
COc1cc(C(=O)/C=C/c2cccnc2Nc2ccccc2)cc(OC)c1OC was read as SNB-75 -16*, SF-268 -81*, SF-295 17, SF-539 -55*, U251 -95*, HCC-2998 -77* and SNB-19 -72*.
`COc1cc(Nc2ncccc2/C=C/C(=O)c2cc(OC)c(OC)c(OC)c2)cc(OC)c1OC` gave SNB-75 68, SF-268 83, PC-3 74, SF-295 84, SF-539 79, U251 51, HCC-2998 93 and SNB-19 80.
For CCCC/C=C\C/C=C\CCCCCCCCc1nc(-c2cc(OC)c(OC)c(OC)c2)no1 the results were SNB-75 83, SF-268 103, PC-3 93, SF-295 100, SF-539 98, U251 99, HCC-2998 99 and SNB-19 89.
`COc1ccc(C(O)c2cc3c(N)c(C(=O)Nc4cccc(Br)c4C)sc3nc2C)cc1` (stereo not drawn) gave SNB-75 -1.4*, SF-268 30, PC-3 27, SF-295 18, SF-539 -3.1*, U251 21, HCC-2998 16 and SNB-19 44.
For NC(N)=N/N=C(/C[n+]1ccccc1)c1ccc([N+](=O)[O-])cc1 the results were SNB-75 91, SF-268 78, PC-3 94, SF-295 110, SF-539 104, U251 83, HCC-2998 112 and SNB-19 94.
`O=c1cc(O)nc2ccccn12` gave SNB-75 71, SF-268 104, PC-3 102, SF-295 105, SF-539 88, U251 109, HCC-2998 110 and SNB-19 100.
`COc1cc(NCC(=O)Nc2cc(Nc3cccc(I)c3)ncn2)c(Cl)c(OC)c1Cl` gave SNB-75 79, SF-268 91, PC-3 76, SF-295 63, SF-539 100, U251 92, HCC-2998 107 and SNB-19 100.
`CCOC(=O)N(C)c1ccccc1` gave SNB-75 86, SF-268 111, PC-3 98, SF-295 86, SF-539 105, U251 109, HCC-2998 84 and SNB-19 99.
CC1CNC(=S)O1 (stereo not drawn) was read as SNB-75 100, SF-268 99, PC-3 95, SF-295 98, SF-539 106, U251 92, HCC-2998 93 and SNB-19 104.
`CCCCCCCCCCCCCCCCSc1ccc(S(=O)(=O)N(C)C)cc1C(=O)O` gave SNB-75 95, SF-268 113, PC-3 81, SF-539 111, U251 97, HCC-2998 122 and SNB-19 105.
`CCOc1ccccc1NC(=O)N/C(N)=N/c1nc2ccccc2s1` gave SNB-75 33, SF-268 27, PC-3 23, SF-295 3.8*, SF-539 -28*, U251 10, HCC-2998 13 and SNB-19 15.

Results, from the start:
COc1cc(C(=O)/C=C/c2cccnc2Nc2ccccc2)cc(OC)c1OC was read as SNB-75 -16*, SF-268 -81*, SF-295 17, SF-539 -55*, U251 -95*, HCC-2998 -77* and SNB-19 -72*.
`COc1cc(Nc2ncccc2/C=C/C(=O)c2cc(OC)c(OC)c(OC)c2)cc(OC)c1OC` gave SNB-75 68, SF-268 83, PC-3 74, SF-295 84, SF-539 79, U251 51, HCC-2998 93 and SNB-19 80.
For CCCC/C=C\C/C=C\CCCCCCCCc1nc(-c2cc(OC)c(OC)c(OC)c2)no1 the results were SNB-75 83, SF-268 103, PC-3 93, SF-295 100, SF-539 98, U251 99, HCC-2998 99 and SNB-19 89.
`COc1ccc(C(O)c2cc3c(N)c(C(=O)Nc4cccc(Br)c4C)sc3nc2C)cc1` (stereo not drawn) gave SNB-75 -1.4*, SF-268 30, PC-3 27, SF-295 18, SF-539 -3.1*, U251 21, HCC-2998 16 and SNB-19 44.
For NC(N)=N/N=C(/C[n+]1ccccc1)c1ccc([N+](=O)[O-])cc1 the results were SNB-75 91, SF-268 78, PC-3 94, SF-295 110, SF-539 104, U251 83, HCC-2998 112 and SNB-19 94.
`O=c1cc(O)nc2ccccn12` gave SNB-75 71, SF-268 104, PC-3 102, SF-295 105, SF-539 88, U251 109, HCC-2998 110 and SNB-19 100.
`COc1cc(NCC(=O)Nc2cc(Nc3cccc(I)c3)ncn2)c(Cl)c(OC)c1Cl` gave SNB-75 79, SF-268 91, PC-3 76, SF-295 63, SF-539 100, U251 92, HCC-2998 107 and SNB-19 100.
`CCOC(=O)N(C)c1ccccc1` gave SNB-75 86, SF-268 111, PC-3 98, SF-295 86, SF-539 105, U251 109, HCC-2998 84 and SNB-19 99.
CC1CNC(=S)O1 (stereo not drawn) was read as SNB-75 100, SF-268 99, PC-3 95, SF-295 98, SF-539 106, U251 92, HCC-2998 93 and SNB-19 104.
`CCCCCCCCCCCCCCCCSc1ccc(S(=O)(=O)N(C)C)cc1C(=O)O` gave SNB-75 95, SF-268 113, PC-3 81, SF-539 111, U251 97, HCC-2998 122 and SNB-19 105.
`CCOc1ccccc1NC(=O)N/C(N)=N/c1nc2ccccc2s1` gave SNB-75 33, SF-268 27, PC-3 23, SF-295 3.8*, SF-539 -28*, U251 10, HCC-2998 13 and SNB-19 15.
COC(=O)c1ccc(NC2=CC(=O)C(C)=C(C)C2=O)cc1 was read as SNB-75 87, SF-268 89, PC-3 64, SF-295 44, SF-539 102, U251 88, HCC-2998 100 and SNB-19 73.
Screening O=c1n(Cc2ccc3ccccc3c2)ccn1Cc1ccc2ccccc2c1 returned SNB-75 53, SF-268 85, PC-3 94, SF-295 94, SF-539 88, U251 93, HCC-2998 103 and SNB-19 87.
`FC(F)(F)c1nc2c(NCc3ccc(-c4ccccc4)cc3)cccc2[nH]1` gave SNB-75 91, SF-268 76, SF-295 89, SF-539 81, U251 67, HCC-2998 107 and SNB-19 117.
For Nc1nc2ncc(CNc3ccc(C(=O)N[C@@H](CCc4nn[nH]n4)c4nn[nH]n4)cc3)nc2c(=O)[nH]1 the results were SNB-75 91&83, SF-268 104&99, PC-3 82&97, SF-295 97&96, SF-539 109&94, U251 87&102, HCC-2998 110&112 and SNB-19 94&100.

Looked up by structure from above (two):
For Nc1nc2ncc(CNc3ccc(C(=O)N[C@@H](CCc4nn[nH]n4)c4nn[nH]n4)cc3)nc2c(=O)[nH]1 the results were SNB-75 91&83, SF-268 104&99, PC-3 82&97, SF-295 97&96, SF-539 109&94, U251 87&102, HCC-2998 110&112 and SNB-19 94&100.
`COc1cc(NCC(=O)Nc2cc(Nc3cccc(I)c3)ncn2)c(Cl)c(OC)c1Cl` gave SNB-75 79, SF-268 91, PC-3 76, SF-295 63, SF-539 100, U251 92, HCC-2998 107 and SNB-19 100.

The list goes on:
`COc1ccc(-c2cc(-c3ccc(N4CCOCC4)cc3)n3c(n2)nc2ccccc23)cc1` gave SNB-75 102, SF-268 102, PC-3 106, SF-295 109, SF-539 97, U251 97, HCC-2998 97 and SNB-19 96.
For CCOC(=O)n1cccc1 the results were SNB-75 100, SF-268 104, PC-3 87, SF-295 100, SF-539 107, U251 93, HCC-2998 92 and SNB-19 95.
C[C@H]1[C@H](C)CC[C@]2(C(=O)NCC#CCN3CCN(C)CC3)CC[C@]3(C)C(=CC[C@@H]4[C@@]5(C)Cc6c([nH]c7ccccc67)C(C)(C)[C@@H]5CC[C@]43C)[C@H]12 was read as SNB-75 90, SF-268 82, PC-3 70, SF-295 106, SF-539 85, U251 64, HCC-2998 77 and SNB-19 83.
For COc1cc(-c2nn(C(C)(C)C)cc2-c2ccnc(NCCCNS(=O)(=O)c3cccc(F)c3)n2)ccc1Cl the results were SNB-75 46, SF-268 57, PC-3 51, SF-295 84, SF-539 88, U251 88, HCC-2998 103 and SNB-19 93.
`COc1ccc2c(c1)CC[C@@H]1[C@@H]2CC[C@]2(C)C3C(=CC(COC(C)=O)C4C(=O)c5c(OC)cccc5C(=O)C43)C[C@@H]12` (stereo partly drawn) gave SNB-75 96, SF-268 107, PC-3 58, SF-295 81, SF-539 82, U251 95, HCC-2998 112 and SNB-19 91.
`CCN(CCO)C(c1ccccc1)C(O)c1ccccc1` (stereo not drawn) gave SNB-75 100&76, SF-268 100, PC-3 95&100, SF-295 106&101, SF-539 109&100, U251 99&105, HCC-2998 108&100 and SNB-19 103&98.
For CC(CO)CC1CCC(C(C)(C)C)CC1 (stereo not drawn) the results were SNB-75 85, SF-268 98, PC-3 96, SF-295 99, SF-539 101, U251 99, HCC-2998 104 and SNB-19 103.
`CCc1c(C)c2ccc(O)c(C(=O)/C=C/c3cc(OC)c(OC)c(OC)c3)c2oc1=O` gave SNB-75 88, SF-268 94, PC-3 91, SF-295 94, SF-539 95, U251 95, HCC-2998 112 and SNB-19 95.
For CSc1nc2c(c(=O)[nH]1)C(c1ccc(C)cc1)C1=C(N2)/C(=C/c2ccc(C)cc2)CN(C)C1 (stereo not drawn) the results were SNB-75 74, SF-268 102, PC-3 86, SF-295 101, SF-539 117, U251 97, HCC-2998 93 and SNB-19 95.
COc1cc(OCc2cccc(-c3ccccc3)c2C)cc(OC)c1/C=C/c1ccc(B2OC(C)(C)C(C)(C)O2)cc1 was read as SNB-75 81, SF-268 89, PC-3 86, SF-295 100, SF-539 94, U251 91, HCC-2998 104 and SNB-19 103.
`COc1cc2c(c(OC)c1OC)C(=O)CC(c1cccc(NC(=O)c3ccc(C#N)cc3)c1)O2` (stereo not drawn) gave SNB-75 75, SF-268 87, PC-3 53, SF-295 78, SF-539 93, U251 81, HCC-2998 101 and SNB-19 92.
COc1ccc(-c2nc(-c3ccccc3O)cn3ccnc23)cc1 was read as SNB-75 66, SF-268 88, PC-3 79, SF-295 84, SF-539 86, U251 85, HCC-2998 101 and SNB-19 94.
`COc1ccccc1OCC1CO1` (stereo not drawn) gave SNB-75 84, SF-268 107, PC-3 88, SF-295 106, SF-539 105, U251 106, HCC-2998 73 and SNB-19 110.
For COc1c(Cl)c2c(c(OC)c1OC)-c1ccc(SC)c(=O)cc1[C@@H](NC(=O)OCC(F)(F)F)CC2 the results were SNB-75 37, SF-268 27, PC-3 25, SF-295 15, SF-539 -19*, U251 21, HCC-2998 22 and SNB-19 29.
`COc1ccc2[nH]c(=O)c(CSc3ccccc3Nc3nccc(-c4ccc5ccccc5c4)n3)cc2c1` gave SNB-75 84, SF-268 101, PC-3 86, SF-295 96, SF-539 92, U251 93, HCC-2998 114 and SNB-19 96.
For CS(=O)(=O)Nc1cc(-c2ccc3ncc(C#N)c(NCc4cccc(F)c4)c3c2)cnc1Cl the results were SNB-75 46, SF-268 3.6*, PC-3 4.2*, SF-295 -22*, SF-539 -26*, U251 10, HCC-2998 -25* and SNB-19 12.
`COC(=O)[C@H](Cc1ccc(O)cc1)n1cc(COc2nc(Cl)nc(N3CCOCC3)n2)nn1` gave SNB-75 108, SF-268 106, PC-3 106, SF-295 104, SF-539 103, U251 101, HCC-2998 108 and SNB-19 106.
`Nc1ccc(OS(=O)(=O)c2ccccc2)cc1` gave SNB-75 100, SF-268 103, PC-3 95, SF-295 108, SF-539 110, U251 103, HCC-2998 94 and SNB-19 94.
For COc1cc(C(=O)O/N=C(\N)Cc2cccc3ccccc23)cc(OC)c1OC the results were SNB-75 -19*, SF-268 18, PC-3 28, SF-295 -85*, SF-539 -89*, U251 -68*, HCC-2998 -82* and SNB-19 68.
For CC(=O)OC1c2ccccc2C2c3ccccc3C1C2Cl (stereo not drawn) the results were SNB-75 104, SF-268 108, PC-3 98, SF-295 121, SF-539 105, U251 112, HCC-2998 103 and SNB-19 106.
For CC(=O)OC[C@@]12CC[C@]3(C)[C@H](CC[C@@H]4[C@@]5(C)CC=C(OC(C)=O)C(C)(C)[C@@H]5CC[C@]43C)[C@H]1[C@@H](C)C(C)=C(/C(C)=N/O)C2 the results were SNB-75 87, SF-268 87, PC-3 39, SF-295 109, SF-539 96, U251 79, HCC-2998 93 and SNB-19 96.
For Clc1ccc(-c2cn3ccnc3c(-c3ccc4ncn(C5CCCCC5)c4c3)n2)cc1 the results were SNB-75 69, SF-268 95, PC-3 75, SF-295 85, SF-539 94, U251 89, HCC-2998 105 and SNB-19 84.
`Cc1ccc(-n2c(-c3ccc(Cl)cc3)cc(C(=O)OCCO)c2C)cc1O` gave SNB-75 72, SF-268 81, PC-3 80, SF-295 97, SF-539 95, U251 92, HCC-2998 118 and SNB-19 105.
COc1cc2nnn3c4ncccc4c(N=O)c3c2cc1OC was read as SNB-75 80, SF-268 30, PC-3 75, SF-295 111, SF-539 99, U251 45, HCC-2998 106 and SNB-19 102.
For C=CCOC(=O)CC(C)=O the results were SNB-75 98, SF-268 109, PC-3 105, SF-295 112, SF-539 110, U251 106, HCC-2998 107 and SNB-19 112.
Clc1ccc(Nc2cccc(-c3n[nH]c4ccccc34)c2)cc1 was read as SNB-75 63, SF-268 83, PC-3 80, SF-295 101, SF-539 100, U251 91, HCC-2998 106 and SNB-19 97.
For O=C1NC(=C(Cl)Cl)/C(=N/S(=O)(=O)N2CCC(C3(C(F)(F)F)N=N3)CC2)N1 the results were SF-268 86, PC-3 90, SF-295 101, SF-539 98, U251 45, HCC-2998 60 and SNB-19 87.
For Fc1cccc(Cl)c1C1SCc2nc3ccccc3n21 (stereo not drawn) the results were SNB-75 92, SF-268 93, PC-3 72, SF-295 99, SF-539 104, U251 86, HCC-2998 94 and SNB-19 103.
For C(=N\Nc1ncc(-c2cc3cc4c(cc3o2)OCO4)s1)/c1cccs1 the results were SNB-75 75, SF-268 104, PC-3 93, SF-295 95, SF-539 95, U251 92, HCC-2998 96 and SNB-19 93.
For CC(C)=CCc1cc(O)cc2c1OC(C=C(C)C)C1=C2C(=O)C2=C(NCCS2(=O)=O)C1=O (stereo not drawn) the results were SNB-75 18, SF-268 -1.8*, PC-3 10, SF-295 46, SF-539 -51*, U251 -85*, HCC-2998 -13* and SNB-19 -44*.
`O=C(NC1CCOC1=O)c1ccccc1` (stereo not drawn) gave SNB-75 104, SF-268 108, PC-3 101, SF-295 110, SF-539 110, U251 110 and SNB-19 103.
CCOC(=O)Nc1ccc(-c2nc(-c3cccc(OCCN4CCOCC4)c3)c(-c3ccnc(Br)c3)[nH]2)cc1 was read as SNB-75 3.7*, SF-268 62, PC-3 26, SF-295 -54*, SF-539 23, U251 26, HCC-2998 39 and SNB-19 51.

Not a hit list. Share with any hit: about 10%.
